Source: PubChem BioAssay
RGS4 inhibitor – human RGS4 inhibition; AID 504845; Potency, µM (doses to about 114 µM), for inactives: at the top dose activity change, negative = inhibition, hits mostly inhibitors; Transcreener GDP fluorescence polarization, RGS4-accelerated GTP hydrolysis; 0.039% of 390,000 active; P49798; note: potency is the fitted concentration of half-maximal effect; % is set by controls: 0 for no effect and ±100 for the full control effect; nearly all actives have a fitted effect of over 75% in size; some results filed as inactive show a strong effect at the top dose
Target sequence (P49798 whole entry, looked up): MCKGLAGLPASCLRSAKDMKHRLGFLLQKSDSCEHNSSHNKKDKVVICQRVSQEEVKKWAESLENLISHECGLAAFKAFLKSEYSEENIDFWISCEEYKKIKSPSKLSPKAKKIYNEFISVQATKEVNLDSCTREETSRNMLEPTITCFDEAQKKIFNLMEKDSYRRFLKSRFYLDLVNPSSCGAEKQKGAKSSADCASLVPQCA
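MLSMR compounds (23 nl, pin-transferred) preincubated 10 min at room temperature with a 500nM (2x) first reagent, then RGS4 at 900nM (2x) plus Transcreener GDP mix added; fluorescence polarization (620/688 nm) read before and after 90 min at 30 °C.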
GLS inh – inhibitors of human glutaminase (GLS) | O94925 | GLS enzymatic activity, qHTS titration | Potency, µM (titrated, usually from 45.5 µM), for the others: top-dose activity change, negative = inhibition, usual class: inhibitors | 0.21% of 410,000 active; note: potency is the fitted concentration of half-maximal effect; % is set by controls: 0 for no effect and ±100 for the full control effect
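hKGA; 45 mM KH2PO4 pH 8.2 + 0.02% Tween-20; cpd via pin tool; 1 mM Gln soln; GluOx/HRP/Amplex Red; RT 30 min; fluor. t0 & final.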
ERG Ets-DNA blk – inhibitors of human ERG Ets domain-DNA interaction | fluorescence polarization, His-ERG Ets domain / labelled DNA | Potency, µM (doses to about 76.9 µM), inactives show at the highest dose FP activity, negative = inhibition, usual class: inhibitors | 0.028% of 370,000 active; active = well fitted inhibition curve with a large enough effect in the polarisation, with a control signal flat; inconclusive = small, poorly fitted or top-dose-only effect, or effect the other way, or a change in a side signal; inactive = no such curve, though single readings can be large or run the other way; the % refers to the polarisation;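 note: polarization taken with two DNA probes labelled with fluorescein and Texas red; potency is the fitted concentration of half-maximal effect; % of control where 0% means no effect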
Target sequence (P11308 whole entry, looked up, the tested form may be a part): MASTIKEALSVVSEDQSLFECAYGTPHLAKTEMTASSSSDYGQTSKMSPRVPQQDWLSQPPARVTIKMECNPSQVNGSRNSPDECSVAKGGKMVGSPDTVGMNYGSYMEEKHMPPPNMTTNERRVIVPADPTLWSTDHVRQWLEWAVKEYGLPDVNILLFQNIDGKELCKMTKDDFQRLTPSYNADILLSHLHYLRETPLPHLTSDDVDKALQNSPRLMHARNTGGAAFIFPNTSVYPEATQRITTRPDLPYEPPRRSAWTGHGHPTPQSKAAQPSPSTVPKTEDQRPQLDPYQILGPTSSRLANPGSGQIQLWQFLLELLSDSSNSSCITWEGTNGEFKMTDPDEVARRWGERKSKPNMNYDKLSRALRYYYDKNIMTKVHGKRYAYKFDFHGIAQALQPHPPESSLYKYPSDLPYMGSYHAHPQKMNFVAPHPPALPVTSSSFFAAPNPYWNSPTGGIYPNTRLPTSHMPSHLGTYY
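His-tagged ERG Ets domain (1 uM in the protein solution; 300mM KCl, 50mM Tris-HCl, 1mM EDTA, 1mM DTT, pH 7.5) received compound, then a probe mix of 5 nM fluorescein-DNA and 100nM Texas-615-DNA. Fluorescence polarization was read for both dyes.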
G9a block – blocks human histone lysine methyltransferase G9a | 8.8% of 350,000 active | Potency, µM (top dose mostly 102 µM), inactives show at the top dose activity, negative = inhibition, usual class: inhibitors | G9a H3K9 monomethylation, AlphaScreen, 2 h; note: potency is the fitted concentration of half-maximal effect; % is set by controls: 0 for no effect and ±100 for the full control effect; nearly all actives have a fitted effect of over 75% in size
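Signal arises when biotinylated H3K9 peptide, once monomethylated, bridges streptavidin donor and antibody-captured acceptor beads. Enzyme at 20 nM was preincubated 15 min with test compounds; peptide 500 nM and SAM 20 uM then reacted for 2 h.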
PI4K2A block – blocks human PI4K2A kinase activity; Q9BTU6; purified PI4K2A, ADP-Glo luminescence, 1 h; active compounds read low; activity change, negative = inhibition, % at 76.9 µM; 0.13% of 420,000 active; AID 1346378; in the data active = activity change below about -50%; inconclusive = mostly about -30% to -49%;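 note: -100% = wells without enzyme as full effect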
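ADP-Glo luminescence measured ADP generated by PI4K2A enzyme (4 ug/mL before mixing) with 1.2 mM PI substrate (pre-mix) and 300 microM ATP (pre-mix). Tris pH7.5 buffer with MgCl2, Triton X-100; 1 h reaction at ambient temperature.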
JMJD2A Tudor inh – blocks the human JMJD2A Tudor domain. O75164. AlphaScreen JMJD2A-Tudor / H3K4me3 peptide binding. Potency, µM (doses to about 114 µM), inactives show at the top dose activity change, negative = inhibition, most hits filed as inhibitors. 4.4% of 390,000 active. AID 504339; note: potency is the fitted concentration of half-maximal effect; % is set by controls: 0 for no effect and ±100 for the full control effect; nearly all actives have a fitted effect of over 50% in size
HP1b binding inh – HP1-beta chromodomain-methylated histone interaction inhibition; P83916; AlphaScreen HP1-beta / biotin-H3K9me3 peptide binding; Potency, µM (top dose mostly 114 µM), for inactives: at the highest dose activity change, negative = inhibition, hits mostly inhibitors; 0.56% of 390,000 active; AID 540317; note: potency is the fitted concentration of half-maximal effect; nearly all actives have a fitted effect of over 70% in size; inactives centre near 23
Target sequence (P83916 whole entry, looked up): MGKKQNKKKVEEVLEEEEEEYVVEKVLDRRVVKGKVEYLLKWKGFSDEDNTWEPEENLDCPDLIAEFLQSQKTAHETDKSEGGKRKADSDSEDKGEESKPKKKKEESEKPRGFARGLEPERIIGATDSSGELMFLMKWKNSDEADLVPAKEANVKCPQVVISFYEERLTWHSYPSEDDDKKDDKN
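AlphaScreen: HP1-beta (50 nM) preformed 30 min with biotin-H3(1-18)K9me3 peptide (50 nM) in PBS pH 7.4, 0.01% Tween-20. Compound added for 30 min at RT, then streptavidin donor/nickel chelate acceptor beads (10 ug/mL) for 30 min.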
BAZ2B inh – BAZ2B (human) inhibition; Potency, µM (top dose mostly 114 µM), for inactives: at the highest dose activity change, negative = inhibition, most hits filed as inhibitors; AlphaScreen BAZ2B-H3K14Ac peptide displacement; 4.4% of 360,000 active; note: potency is the fitted concentration of half-maximal effect; % is set by controls: 0 for no effect and ±100 for the full control effect; nearly all actives have a fitted effect of over 60% in size
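In this displacement format the biotinylated H3(5-23) peptide acetylated at Lys14 serves as ligand at 50 nM, with BAZ2B at 50 nM in PBS pH 7.4 containing 0.01% Tween-20. Donor and acceptor beads are 10 ug/mL final.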
12-LOX inh – blocks human arachidonate 12S-lipoxygenase; Potency, µM (titrated, usually from 108 µM), for inactives: top-dose activity change, negative = inhibition, most hits filed as inhibitors; 1.1% of 580,000 active; P18054; purified 12hLO, xylenol orange hydroperoxide absorbance; note: potency is the fitted concentration of half-maximal effect; % is set by controls: 0 for no effect and ±100 for the full control effect
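Hydroperoxide product was detected by ferrous iron/xylenol orange as the 573 to 405 nm absorbance ratio. Arachidonic acid at 40 uM (final) was turned over for 30 min at room temperature by 150 nM human 12hLO, pH 7.0 Hepes buffer, after 15 min compound preincubation.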
* hit, by the source's call; ? = inconclusive; . = no result given; & = joins results of further samples; [ ] = remark or other dose. Unless noted, calls come from the whole dose curve; as a rule, active = well fitted curve in the direction sought with a large enough effect; inconclusive = small, poorly fitted or top-dose-only effect, or another doubt; inactive = no such curve, though single readings can be large; an effect the other way counts as inactive or inconclusive.

HP1b binding inh,Compound,ERG Ets-DNA blk,12-LOX inh,JMJD2A Tudor inh,GLS inh,RGS4 inhibitor,G9a block,BAZ2B inh,PI4K2A block
17%,COc1ccc(NC(=O)CCN2C(=O)C3CC=CCC3C2=O)cc1S(=O)(=O)N1CCCCC1 (stereo unspecified),12%,21%,-6%,0%,7%,-2%,-10%,1
50%[activator],Cc1ccc2nc(N(Cc3cccnc3)C(=O)C3COc4ccccc4O3)sc2c1 (stereo unspecified),-11%,-23%,-6%,8%,-11%,7%[59 µM],4%,4
40%[activator],Cc1ccc(NC(=O)CSc2n[nH]c(C)c2[N+](=O)[O-])cc1C,-14%,-1%,-3%,-7%,11%,?,0%,2
-4%,CCOC(=O)Cn1nnnc1CN(Cc1ccc(OC)cc1)Cc1cc2cc(CC)ccc2[nH]c1=O,.,?,-26%,4%,9%,?,-22%,1
24%,O=C(/C=C/c1ccccc1)NC(=O)c1ccccc1O,3%,-20%,?,8%,4%,?,79µM*,5
7%,CN1CCCC(OC(=O)c2cc(Cl)cc(Cl)c2)C1 (stereo unspecified),-11%,-17%,-12%,0%,9%,?,-7%,2
?,CCOc1ccc(C(=O)NCc2cccs2)cc1,-3%,0%,-21%[57.1 µM],-1%,-31%,-36%,7%,-4
9%,CCc1nn(CC(=O)Nc2ccc(N(CC)CC)cc2C)c(=O)c2cc3sccc3n12,-3%,?,-13%,2%,-4%,?,-15%,-1
11%,COCCNc1nnc(SCC(=O)c2ccc3c(c2)OCO3)s1,4%,?,-13%,9%,39%,?,56%[activator],0
38%,Cc1cc(C)nc(N/C(=N\S(=O)(=O)Cc2ccccc2)Nc2ccccc2Br)n1,-9%,-8%,-8%,-10%,-14%,7%,-5%,3
0%,CN(C)C(CNC(C(=O)Nc1ccc(F)cc1)c1ccccc1)c1ccccc1 (stereo unspecified),10%,14%,-18%,21%,1%,-1%,-34%,2
43%[activator],CC(=O)Nc1ccc(S(=O)(=O)n2cnc3ccccc32)cc1,0%,0%,-19%,2%,-19%,-43%[59 µM],?,5
13%,Nc1ccc(C(=O)N/N=C/c2cn(Cc3ccc(F)cc3)c3ccccc23)cc1,0%,413%[activator],?,-4%,12%,5%,?,0
-24%,CC1(C)O[C@@H]2[C@H](O1)[C@@H](COS(=O)(=O)O)O[C@H]2n1c(=S)[nH]c2c(=O)[nH]c(N)nc21,-11%,?,20µM*,2%,-35%,13%[2.33 µM],-6%,4
-4%,CC(NC(=O)C1CCN(S(=O)(=O)c2cccc3nonc23)CC1)c1ccccc1 (stereo unspecified),-2%,-25%,-11%,6%,1%,8%,-11%,1
15%,Cc1cccc(NC(=O)CSc2nc(COc3ccccc3)nc3ccccc23)c1C,.,8%,-26%,-4%,-9%,.,6%,-1
16%,COc1ccc(C(C)=O)cc1CSCc1cc(C(C)=O)ccc1OC,1%,-5%,-10%,3%,-35%,-6%,-3%,4
45%[activator],O=c1[nH]c(SCc2ccc(F)cc2)nc2c1cnn2-c1ccc(F)cc1,0%,-42%,-4%,3%,-6%,?,7%,-6
7%,O=c1c(=O)n(O)c2ccccc2n1O,.,-15%,50µM*,13µM*,19%,10µM*,40µM*,2
20%,CCN1CCN(C(=O)c2cnn(-c3ccc(F)cc3F)c2C2CCN(C(=O)OC(C)(C)C)CC2)CC1,10%,-21%,-6%,1%,14%,-8%[59 µM],6%[57.1 µM],-2
18%,Cc1c(C(=O)Nc2ccccc2)sc2nc(-c3cc4cc(Cl)ccc4oc3=O)[nH]c(=O)c12,0%,-6%,-21%,-5%,-16%,-6%[59 µM],-6%,-2
18%,O=C(NCc1ccc(F)cc1)C1CCN(S(=O)(=O)N2CCCC2)CC1,-2%,-2%,?,-2%,-102%[56.9 µM],-34%,-3%,4
?,S=c1[nH]nc(C2CCCCC2)n1/N=C/c1ccccc1Cl,3%,?,22µM*,11%,-49%,2.2µM*,?,1
16%,CCCC(=O)C1=C(SCC)CC(C)(C)C(C(=O)OC)C1=O (stereo unspecified),7%,0%,0%,3%,15%,9%[12.7 µM],6%,3
59%[activator],CCOC(=O)c1cc(-c2cccs2)nc2c1c(C)nn2-c1ccccn1,-7%,-22%,-4%,2%,-4%,33%,7%,223
39%[activator],C=CCn1c(SCC(=O)Nc2cc(C)on2)nc2sc(C)c(C)c2c1=O,11%,85%[activator][57.4 µM],-22%,0%,-5%,5%[59 µM],10%,-5
10%,COc1ccc(CNC(=O)c2cc3cc(C)ccc3n2C)cc1,1%,7%,-9%,-6%,-7%,-2%[59 µM],2%,0
0%,CCc1nc2cccnc2n1-c1ccc(CC(=O)Nc2ccccc2Cl)cc1,-5%,-1%,-18%,1%,-2%,-12%[59 µM],-5%,2
38%,CCC(=O)N1CCC2(CC1)Oc1ccc(Cl)cc1C(=O)C21CC(c2cccnc2)=NO1 (stereo unspecified),-2%,?,-14%,-1%,-5%,-1%[59 µM],-5%,-3
24%,C#CCSc1nnnn1-c1cccc(Cl)c1,-12%,0%,-1%,0%,7%,17%,3%,1
40%[activator],COc1ccc(S(=O)(=O)N2CCOC2CNC(=O)C(=O)NCCCN2CCOCC2)cc1C (stereo unspecified),-13%,36%[activator],-10%,-14%,-17%,.,-4%,-3
27%,CCCc1cc(=O)[nH]c(SCC(=O)N2CCN(S(=O)(=O)c3ccc(C)cc3)C2)n1,6%,0%&5%,-12%,-12%,6%,7%,-3%,3
28%,COc1cc2c(cc1NC(=O)COc1ccc(Br)cc1C)oc1ccccc12,-2%,-11%,-16%,-4%,-6%,26%[59 µM],5%,2
10%,Cn1cc([N+](=O)[O-])cc1-c1nc2ccccc2n1C,-5%,33%[activator],-23%,1%,-7%,19%,6%,0
?,O=C(c1cccc(Cl)c1)N1CCN(Cc2ccncc2)CC1,-11%,?,?,7%,11%,35µM*,50µM*,10
50µM*,Cc1cccc(NC2=C(NC(=O)c3ccccc3)C(=O)c3ccccc3C2=O)c1,7%,14µM*,25µM*,3%,?,3.2µM*,28µM*,-18
14%,CCOC(=O)[C@H]1[C@H]2COc3ccc(OC)cc3[C@@H]2N2C(=O)c3ccc(Cl)cc3NC(=O)[C@@]12C,0%,-8%,-23%,3%,14%,-6%[2.33 µM],-29%,6
22%,CCSc1nnc(NC(=O)c2ccccc2)s1,2%,-13%,13%,3%,-25%,-3%,1%,-5
17%,O=c1[nH]c2ccc(S(=O)(=O)N3CCCCC3)cc2o1,4%,?,?,6%,-15%,?,-2%,4
31%,CC12CCC(C(=O)NC3CCCCC3)([C@H](Br)C1=O)C2(C)C (stereo partly specified),-4%,71%[activator],-12%,-1%,0%,?,-4%,0
17%,O=C(CSc1ccc(C(F)(F)F)cc1[N+](=O)[O-])Nc1ccc2ccccc2c1,6%,10%,0%,1%,-52%,-13%[59 µM],0%,1
9%,Cc1sc(NC(=O)C(C)C)c(C(=O)Nc2ccccc2)c1C,.,-34%,-20%,8%,9%,10%,-15%[57.1 µM],-2
35%,COC(=O)c1ccc(NC(=O)CSC2=NC(=O)C(c3ccccc3)C(=O)N2)cc1 (stereo unspecified),2%,-9%,-7%,11%,-14%,-8%[59 µM],-3%,-1
39%,Cc1ccc(-n2cc(-c3ccccc3)c3c(N4CCCCC4)ncnc32)cc1,-11%,-5%,-35%,2%,-14%,-27%[59 µM],-26%,-4
107%[activator],CCN(C(=O)CSc1nc(-c2ccc(C(C)C)cc2)no1)c1cccc(C)c1,3%,-17%,48%[activator],7%,-16%,54%[activator][59 µM],39%,0
41%[activator],CCOC(=O)c1cccc(NC(=O)CCc2nnc3ccc(N4CCCCC4)nn23)c1,27%,6%,-3%,8%,7%[11.4 µM],.,0%,-3
16%,O=C(CN1CCN(S(=O)(=O)c2ccc(Br)cc2)CC1)Nc1ccc(F)cc1F,4%,-15%,-5%,9%,11%,-29%,9%,8
36%,CC(C)COc1cccc(-c2cc(C(=O)N/N=C/c3ccncc3)c3ccccc3n2)c1,-4%,-12%,-13%,2%,-30%,0%,-33%,-1
31%,CCN(Cc1ccccc1)C(=O)CCS(=O)(=O)c1ccc2c(c1)n(C)c(=O)c(=O)n2C,10%,3%,-11%,1%,6%,12%[59 µM],-34%,1
35%,Cc1cccc(-n2c(SCc3cc(=O)n4ccsc4n3)nc3ccccc3c2=O)c1,-5%,?,-3%,6%,-27%,-4%,10%,3
50%[activator],COCCN(C(=O)CSc1nnc(-c2cccs2)n1N)c1c(N)n(Cc2ccccc2)c(=O)[nH]c1=O,-4%,104%[activator],-6%,1%,23%,56µM*,-4%,3
2%,CC(=O)[C@H]1[C@@H]2C(=O)N(c3cccc(Cl)c3)C(=O)[C@@H]2[C@H]2c3ccccc3C=CN21,-1%,6%,?,-5%,-31%,1.4µM*,?,-22
3%,Cc1cc(C)cc(OCCSc2nc(-c3ccc(C(C)(C)C)cc3)nc3cc(=O)[nH]n23)c1,-7%,-5%,-36%,4%,2%,-10%[59 µM],-17%,1

Part of the list above, with values ahead of the structure:
HP1b binding inh	ERG Ets-DNA blk	12-LOX inh	JMJD2A Tudor inh	GLS inh	RGS4 inhibitor	G9a block	BAZ2B inh	PI4K2A block	SMILES
40%[activator]	-13%	36%[activator]	-10%	-14%	-17%	.	-4%	-3	COc1ccc(S(=O)(=O)N2CCOC2CNC(=O)C(=O)NCCCN2CCOCC2)cc1C (stereo unspecified)
16%	4%	-15%	-5%	9%	11%	-29%	9%	8	O=C(CN1CCN(S(=O)(=O)c2ccc(Br)cc2)CC1)Nc1ccc(F)cc1F

Not all compounds are listed. The share of hits here may be higher or lower than overall.
